Screening data as filed in PubChem BioAssay.
EphA4 KYL inhibition: inhibitors of EphA4 binding to KYL peptide, primary screen, biochemical, colorimetric, mouse EphA4 (AID 689) | inhibition, % at 10 µM, or IC50 in µM where a hit was titrated | 62,000 compounds, 0.1% hits | EphA4-AP binding to KYL peptide, pNPP A405; higher % means a stronger effect; in the data active = a potency from the dose series; inactive = the rest, 99 in 100 with inhibition below about 22%
An asterisk follows results filed as active. These rows are one share of the data (hit frequency here may not be typical).

Screening COc1ccc(C2CC(c3ccccc3)Nc3nc(NC(=O)c4ccco4)nn32)cc1 (configuration not stated) returned EphA4 KYL inhibition -11%.
O=C(CCN1C(=O)c2ccccc2C1=O)NC(=S)Nc1cccc(Cl)c1 was read as EphA4 KYL inhibition 1%.
Cc1nn(Cc2c(F)c(F)c(F)c(F)c2F)c(C)c1NC(=O)c1ccc(COc2ccccc2Cl)o1 was read as EphA4 KYL inhibition -9%.
Cn1c(/N=C/c2cccs2)nc2ccccc21 was read as EphA4 KYL inhibition -1%.
For COC(=O)c1cc2oc3ccccc3c2n1Cc1ccccn1 the results were EphA4 KYL inhibition -2%.
`O=C1NC2NC(=O)N(C(Cc3ccccc3)C(=O)O)C2N1` (configuration not stated) gave EphA4 KYL inhibition 0%.
COc1cc(OC)cc(-n2c3nc4ccccc4nc3c3c(=O)n(CC4CCCO4)cnc32)c1 (configuration not stated) was read as EphA4 KYL inhibition 1%.
`CCOC(=O)C(CC)Sc1nc2c(cnn2-c2ccccc2)c(=O)[nH]1` (configuration not stated) gave EphA4 KYL inhibition -14%.
Screening CCOc1ccccc1-n1c(SCC(=O)N2CCOCC2)nnc1-c1ccccn1 returned EphA4 KYL inhibition -2%.
Screening Cc1cc(C(C#N)c2ccccc2)n2ncnc2n1 (configuration not stated) returned EphA4 KYL inhibition 0%.
CCS(=O)(=O)N1CCCC(C(=O)NCC2CCCO2)C1 (configuration not stated) was read as EphA4 KYL inhibition 4%.
Screening O=C(O)C1CCN(c2ncccn2)CC1 returned EphA4 KYL inhibition -6%.
Cc1ccc2nc(-c3ccc(NC(=O)CN4CCN(C(=O)c5ccco5)CC4)cc3)sc2c1 was read as EphA4 KYL inhibition 6%.
For C=CCn1c(SCC(=O)Nc2cc(NC(C)=O)ccc2OC)nnc1-c1ccccn1 the results were EphA4 KYL inhibition -19%.
For O=C(COc1ccccc1O)Nc1ccc(Cl)cc1 the results were EphA4 KYL inhibition -8%.
For Cc1cccc(C)c1OCC(=O)Nc1ccccc1 the results were EphA4 KYL inhibition -17%.
COc1ccc(NC(=O)C2CCCN(S(=O)(=O)c3cnc[nH]3)C2)cc1 (configuration not stated) was read as EphA4 KYL inhibition 4%.
Screening O=C(NCc1ccccc1Cl)C1CCCN(S(=O)(=O)c2cccc3nsnc23)C1 (configuration not stated) returned EphA4 KYL inhibition -4%.
Screening CCc1nc(SCC(=O)c2ccc(C)c(C)c2)n[nH]1 returned EphA4 KYL inhibition -17%.
`O=[N+]([O-])c1ccc2nc(-c3ccc(Cl)cc3)n(OCc3ccccc3)c2c1` gave EphA4 KYL inhibition -10%.
`CC(=O)N(CC(=O)O)c1ccccc1C(=O)O` gave EphA4 KYL inhibition -8%.
COc1ccc(C(=O)Nc2ccc(S(=O)(=O)N3CCOCC3)cc2)cc1OC was read as EphA4 KYL inhibition -11%.
For CC1(C)Oc2ccc3ccc(=O)oc3c2/C(=C/N)C1=O the results were EphA4 KYL inhibition -8%.
For C=CCNC(=O)C1CCN(S(=O)(=O)CC)CC1 the results were EphA4 KYL inhibition -7%.
For C=CCn1c(COc2ccccc2F)nnc1SCC(=O)NC(=O)NCc1ccco1 the results were EphA4 KYL inhibition 8%.
O=C1CCCCCN1CP(=O)(O)CN1CCOCC1 was read as EphA4 KYL inhibition -9%.
`COc1ccc(-c2nc(Cn3c(SCc4ccc(C)cc4)nc4ccncc43)c(C)o2)cc1OC` gave EphA4 KYL inhibition 9%.
`CCCC12CN3CC(CCC)(CN(C1)C3C(O)C(O)C(O)CO)C2=O` (configuration not stated) gave EphA4 KYL inhibition -1%.
CCOC(=O)N1CCN(S(=O)(=O)c2ccc(OCC)c3ccccc23)CC1 was read as EphA4 KYL inhibition 2%.
Screening CCOC(=O)c1c(-c2ccccc2)nc2c(C)cccn12 returned EphA4 KYL inhibition -5%.
Screening O=C(COC(=O)c1cccc(S(=O)(=O)N2CCN(c3ccccc3)CC2)c1)NCc1ccco1 returned EphA4 KYL inhibition -3%.
`C=CCOC(=O)C1=C(C)Nc2nnnn2C1c1ccc(OC)cc1OC` (configuration not stated) gave EphA4 KYL inhibition -6%.
`Cc1ccc(-n2c(Cc3cccs3)nnc2SCC(=O)Nc2ccc(S(N)(=O)=O)cc2)cc1` gave EphA4 KYL inhibition -34%.
`Cc1ccc(-c2nnn(CC(=O)N(CC(=O)NCC3CCCO3)c3ccc(F)c(Cl)c3)n2)o1` (configuration not stated) gave EphA4 KYL inhibition -5%.
Screening CCCCC(=O)Nc1nc(C)c(C(C)=O)s1 returned EphA4 KYL inhibition -4%.
Screening COc1ccnc(Oc2ccccc2)c1C#N returned EphA4 KYL inhibition -5%.
Cc1ccc(CN2CC34C=CC(O3)C(C(=O)NCc3ccco3)C4C2=O)cc1 (configuration not stated) was read as EphA4 KYL inhibition -10%.
Screening O=C1N2CCSC2=NC1(NS(=O)(=O)c1ccccc1)C(F)(F)F (configuration not stated) returned EphA4 KYL inhibition -11%.
Screening COc1cc(/C=N/n2nnnc2N)ccc1OCc1c(C)no[n+]1[O-] returned EphA4 KYL inhibition -10%.
Screening O=c1c2c(nc3cc(-c4cccc(F)c4)[nH]n13)CCS2 returned EphA4 KYL inhibition -12%.
`COC(=O)CSc1nnc2n(C3CCCCC3)c(=O)c3c4c(sc3n12)CCCC4` gave EphA4 KYL inhibition -4%.
`O=C(NC(=S)Nc1ccc(N2CCCCC2)cc1)c1ccco1` gave EphA4 KYL inhibition -10%.
Screening Cc1ccccc1CN1CCN(C/C=C/c2ccccc2)CC1 returned EphA4 KYL inhibition -25%.
`COCc1cc(C)nc2sc(C(=O)N3CCCCC3)c(N)c12` gave EphA4 KYL inhibition -12%.
`O=C(O)c1cc2nc(-c3ccccc3)cc(C(F)(F)F)n2n1` gave EphA4 KYL inhibition 2%.
For CC(C)(C)C(=O)c1sc2nc(-c3cccs3)cc(C(F)(F)F)c2c1N the results were EphA4 KYL inhibition 9.9µM*.
`O=C(CSc1ncnc2c1oc1ccccc12)Nc1ccccc1F` gave EphA4 KYL inhibition -2%.
O=C(Nc1ccc2ccccc2c1)Nc1ccc2snnc2c1 was read as EphA4 KYL inhibition 0%.
Cc1c(C(=O)Nc2ccc(Cl)cn2)oc2ccccc12 was read as EphA4 KYL inhibition 8%.
For COc1ccc(N(CC(=O)NCc2cccnc2)S(=O)(=O)c2ccccc2[N+](=O)[O-])c(OC)c1 the results were EphA4 KYL inhibition -10%.
Screening CCN(CC)C(=O)CSC1=C(C#N)C(c2cccs2)C=C(C)N1 (configuration not stated) returned EphA4 KYL inhibition -15%.
Screening Cc1ccc(NC(=O)COc2ccc(/C=C3/SC(=Nc4ccccc4)N(Cc4cccnc4)C3=O)cc2)cc1 returned EphA4 KYL inhibition -9%.
For CCCSC1=C(C#N)C(c2ccc(O)c(OC)c2)CC(=O)N1 (configuration not stated) the results were EphA4 KYL inhibition -3%.
For CCOC(=O)c1nn(-c2ccccc2)c(=O)cc1SC(C)C the results were EphA4 KYL inhibition 8%.
Screening Nc1cc(=O)[nH]c(SCC(=O)Nc2ccc(F)c(Cl)c2)n1 returned EphA4 KYL inhibition -12%.
For COc1ccccc1C1=NOC(Cn2c(=O)c3c(ncn3C)n(C)c2=O)C1 (configuration not stated) the results were EphA4 KYL inhibition 0%.
Screening COc1ccc(C2CC(=O)N3CN(c4ccc(C)c(Cl)c4)CSC3=C2C#N)cc1 (configuration not stated) returned EphA4 KYL inhibition 14%.
CCOC(=O)c1sc(NS(=O)(=O)c2ccccc2)nc1C was read as EphA4 KYL inhibition 8%.
`CC(=O)Oc1ccc(/C=c2/sc3nc(-c4ccc(C(C)(C)C)cc4)nn3c2=O)cc1` gave EphA4 KYL inhibition -4%.
`O=C1CC(C(=O)Nc2nccs2)C(c2ccccc2)O1` (configuration not stated) gave EphA4 KYL inhibition -7%.

Brought forward from above: three compounds, followed by the next part.
CCOC(=O)c1sc(NS(=O)(=O)c2ccccc2)nc1C was read as EphA4 KYL inhibition 8%.
`CC(=O)Oc1ccc(/C=c2/sc3nc(-c4ccc(C(C)(C)C)cc4)nn3c2=O)cc1` gave EphA4 KYL inhibition -4%.
`O=C1CC(C(=O)Nc2nccs2)C(c2ccccc2)O1` (configuration not stated) gave EphA4 KYL inhibition -7%.
O=C(c1ccccc1F)N1CCN(c2ccc(C(F)(F)F)cc2[N+](=O)[O-])CC1 was read as EphA4 KYL inhibition -6%.
Cn1c(C2CCCN2C(=O)OC(C)(C)C)n[nH]c1=S (configuration not stated) was read as EphA4 KYL inhibition -6%.
For O=C(Nc1cccnc1)c1ccccc1-c1nc(-c2ccccc2F)no1 the results were EphA4 KYL inhibition -13%.
`O=C(NCc1ccc2c(c1)OCO2)c1cnc2n(c1=O)CCS2` gave EphA4 KYL inhibition -4%.
Screening Cc1ccc(C)c(NC2=CC(=O)CC(C)(C)C2)c1C#N returned EphA4 KYL inhibition 2%.
Screening CCOC(=O)CN1C(=O)C(Sc2n[nH]c(-c3ccccc3)n2)CCc2ccccc21 (configuration not stated) returned EphA4 KYL inhibition 5%.
For CC1=NN(C(=O)OC(C)(C)C)C(O)(c2ccc(C)cc2)C1 (configuration not stated) the results were EphA4 KYL inhibition -11%.
Screening Fc1ccccc1OCCCCSc1ncccn1 returned EphA4 KYL inhibition -8%.
COc1ccc(-n2c(-c3ccccc3)cc3c2CCCC3=O)cc1 was read as EphA4 KYL inhibition 10%.
`COCC(C)NS(=O)(=O)c1ccc(OC)cc1` (configuration not stated) gave EphA4 KYL inhibition 3%.
Cc1ccccc1Oc1ncnc2sccc12 was read as EphA4 KYL inhibition 0%.
`CCn1c(COc2ccccc2C)nnc1SCC(=O)N1CCC(C)CC1` gave EphA4 KYL inhibition -6%.
For CN(NC(=O)c1ccc(Cl)cc1)c1nc(-c2ccccc2)nnc1C(F)(F)F the results were EphA4 KYL inhibition -12%.
O=C(NCc1cccnc1)c1nnc(Cc2ccc(F)cc2)o1 was read as EphA4 KYL inhibition -2%.
For CCOC(=O)c1sc(NC(=O)CSc2nnnn2-c2ccccc2)nc1C the results were EphA4 KYL inhibition 4%.
`CCC(C)(C)c1ccc(Oc2ccc(NC(=O)COC(=O)C3=COCCO3)cc2)cc1` gave EphA4 KYL inhibition 21%.
Screening O=C(CSCc1c(Cl)cccc1Cl)NCC1CCCO1 (configuration not stated) returned EphA4 KYL inhibition -5%.
For COc1cccc(CNc2ncc(Br)cc2Br)c1O the results were EphA4 KYL inhibition -4%.
CC(C)NS(=O)(=O)c1cccc2nsnc12 was read as EphA4 KYL inhibition -2%.
CC(=O)c1c(C)[nH]c(C(=O)NCc2ccccc2)c1C was read as EphA4 KYL inhibition -11%.

Structures above containing a COOH group:
`O=C1NC2NC(=O)N(C(Cc3ccccc3)C(=O)O)C2N1` (configuration not stated) gave EphA4 KYL inhibition 0%.
Screening O=C(O)C1CCN(c2ncccn2)CC1 returned EphA4 KYL inhibition -6%.
`CC(=O)N(CC(=O)O)c1ccccc1C(=O)O` gave EphA4 KYL inhibition -8%.
`O=C(O)c1cc2nc(-c3ccccc3)cc(C(F)(F)F)n2n1` gave EphA4 KYL inhibition 2%.

(next part)
Screening CC1(C)CC(n2c(NCCO)nc3c(c2=O)C2(CCCC2)Cc2ccccc2-3)CCO1 (configuration not stated) returned EphA4 KYL inhibition 7%.
For c1ccc2c(c1)nnn1c3ccccc3nc21 the results were EphA4 KYL inhibition 2%.
Screening COc1cccc(C(c2nnnn2C(C)(C)C)N2CCN(C3CCCCC3)CC2)c1OC (configuration not stated) returned EphA4 KYL inhibition -11%.
O=C(c1cc(Cl)ccc1Cl)n1nnc2ccccc21 was read as EphA4 KYL inhibition -7%.
Screening CCCS(=O)(=O)C(=C(Nc1ccc(CC)cc1)Nc1ccc(CC)cc1)S(=O)(=O)CCC returned EphA4 KYL inhibition -6%.
For Cc1ccc(NC(=O)C(C)N2C(=O)c3ccccc3C2=O)cc1 (configuration not stated) the results were EphA4 KYL inhibition 7%.
For Cc1csc(=N)n1CC(=O)N1CCc2ccccc21 the results were EphA4 KYL inhibition -12%.
`CCn1cc(C(=O)NCc2ccco2)c(=O)c2cc(S(=O)(=O)N3CC(C)CC(C)C3)ccc21` (configuration not stated) gave EphA4 KYL inhibition 2%.
For CCOC(=O)c1cccc(NC(=O)/C(=C\c2ccccc2)NC(=O)c2ccccc2Cl)c1 the results were EphA4 KYL inhibition -6%.
O=C(C1CCN(S(=O)(=O)c2cccnc2)CC1)N1CCCCC1 was read as EphA4 KYL inhibition -20%.
CCOC(=O)COc1ccc(C(=O)c2ccccc2)c(O)c1 was read as EphA4 KYL inhibition -2%.
`COC(CN1C(=O)C(O)=C(C(C)=O)C1c1ccccn1)OC` (configuration not stated) gave EphA4 KYL inhibition 5%.
CCCCNC(=O)c1onc(CSc2cc(C)cc(C)c2)c1C(=O)O was read as EphA4 KYL inhibition -14%.
For N#Cc1c(C(F)(F)F)cc(C2CC2)nc1N1CCCC1 the results were EphA4 KYL inhibition 13%.
Screening COCCCn1c(C(C)C)nc2oc3cc(OC)ccc3c(=O)c2c1=O returned EphA4 KYL inhibition -1%.
`Cc1ccccc1CSCCNC(=O)CCSc1ccccc1` gave EphA4 KYL inhibition 0%.
For O=C(CN1C(=O)NC2(CCCCCCC2)C1=O)NC(=O)NCc1ccco1 the results were EphA4 KYL inhibition -13%.
Cc1ccc(-n2nnnc2SCC(=O)Nc2cccc(NC(=O)c3ccco3)c2)cc1C was read as EphA4 KYL inhibition -2%.

By substructure, those above containing a tert-butyl group
For CC(C)(C)C(=O)c1sc2nc(-c3cccs3)cc(C(F)(F)F)c2c1N the results were EphA4 KYL inhibition 9.9µM*.
`CC(=O)Oc1ccc(/C=c2/sc3nc(-c4ccc(C(C)(C)C)cc4)nn3c2=O)cc1` gave EphA4 KYL inhibition -4%.
Cn1c(C2CCCN2C(=O)OC(C)(C)C)n[nH]c1=S (configuration not stated) was read as EphA4 KYL inhibition -6%.
For CC1=NN(C(=O)OC(C)(C)C)C(O)(c2ccc(C)cc2)C1 (configuration not stated) the results were EphA4 KYL inhibition -11%.
Screening COc1cccc(C(c2nnnn2C(C)(C)C)N2CCN(C3CCCCC3)CC2)c1OC (configuration not stated) returned EphA4 KYL inhibition -11%.
